# HP1b chromo inh: blocks HP1-beta chromodomain binding to methylated histone tails. AlphaScreen HP1-beta / biotin-H3K9me3 peptide binding. Potency, µM (top dose mostly 114 µM), for inactives: top-dose activity change, negative = inhibition, usual class: inhibitors. 390,000 compounds, 0.56% hits; further: potency means the concentration at half of the fitted maximal effect; nearly all actives have a fitted effect of over 70% in size; inactives centre near 23
#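 AlphaScreen: HP1-beta (50 nM) preformed 30 min with biotin-H3(1-18)K9me3 peptide (50 nM) in PBS pH 7.4, 0.01% Tween-20. Compound added for 30 min at RT, then streptavidin donor/nickel chelate acceptor beads (10 ug/mL) for 30 min.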
# Pin1 inh: blocks the human prolyl isomerase Pin1; Potency, µM (top dose mostly 115 µM), for inactives: at the highest dose activity, negative = inhibition, actives largely listed as inhibitors; Pin1 FP peptide displacement, HiFluor488, 10 min; 390,000 compounds, 0.009% hits; AID 504891; Q13526; active means well fitted inhibition curve with a large enough effect in the polarisation, with a control signal flat, not every such curve was filed as active; inconclusive means small, poorly fitted or top-dose-only effect, or effect the other way, or a change in a side signal; inactive means no such curve, though single readings can be large or run the other way; the % refers to the polarisation; further: potency means the concentration at half of the fitted maximal effect; on the % scale 0 is the no-effect control and ±100 the full control effect
# Target sequence (Q13526 whole entry, looked up): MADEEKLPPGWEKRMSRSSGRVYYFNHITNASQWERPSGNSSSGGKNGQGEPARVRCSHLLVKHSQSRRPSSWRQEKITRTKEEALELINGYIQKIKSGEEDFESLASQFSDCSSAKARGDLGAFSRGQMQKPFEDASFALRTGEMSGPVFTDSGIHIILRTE
# JMJD2A Tudor inh: JMJD2A Tudor domain (human) inhibition; O75164; AlphaScreen JMJD2A-Tudor / H3K4me3 peptide binding; Potency, µM (series often up to 114 µM), for the others: at the top dose activity change, negative = inhibition, usual class: inhibitors; 390,000 compounds, 4.4% hits; AID 504339; further: potency means the concentration at half of the fitted maximal effect; on the % scale 0 is the no-effect control and ±100 the full control effect; nearly all actives have a fitted effect of over 50% in size
# GLS inhibitor: glutaminase GLS (human) inhibition. O94925. GLS enzymatic activity, qHTS titration. Potency, µM (highest dose often 45.5 µM), inactives show at the highest dose activity change, negative = inhibition, hits mostly inhibitors. 410,000 compounds, 0.21% hits. AID 624170; further: potency means the concentration at half of the fitted maximal effect; on the % scale 0 is the no-effect control and ±100 the full control effect
# Target sequence (O94925 whole entry, looked up): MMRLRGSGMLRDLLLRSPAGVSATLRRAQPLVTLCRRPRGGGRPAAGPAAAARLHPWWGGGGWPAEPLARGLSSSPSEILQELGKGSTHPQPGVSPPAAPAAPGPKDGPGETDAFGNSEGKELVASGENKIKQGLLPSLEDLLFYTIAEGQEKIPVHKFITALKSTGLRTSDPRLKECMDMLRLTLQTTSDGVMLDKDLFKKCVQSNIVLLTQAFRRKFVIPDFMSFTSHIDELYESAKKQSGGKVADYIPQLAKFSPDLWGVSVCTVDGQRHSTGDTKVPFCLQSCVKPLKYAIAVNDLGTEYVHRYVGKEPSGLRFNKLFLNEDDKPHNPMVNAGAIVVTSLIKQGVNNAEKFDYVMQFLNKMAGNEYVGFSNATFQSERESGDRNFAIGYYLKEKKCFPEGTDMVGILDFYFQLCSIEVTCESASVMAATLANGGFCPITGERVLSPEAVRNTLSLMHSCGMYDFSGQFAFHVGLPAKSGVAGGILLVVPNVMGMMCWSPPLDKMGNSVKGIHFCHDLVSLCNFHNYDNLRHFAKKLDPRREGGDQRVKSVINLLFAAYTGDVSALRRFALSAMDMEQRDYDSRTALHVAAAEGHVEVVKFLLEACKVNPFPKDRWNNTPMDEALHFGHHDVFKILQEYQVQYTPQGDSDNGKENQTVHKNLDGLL
#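 Read-out is an Amplex red fluorescence increase coupled through glutamate oxidase and HRP, measured before and after 30 min room-temperature incubation. hKGA is in 45 mM KH2PO4 (pH 8.2) with 0.02% Tween-20; glutamine added as 1mM solution.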
# G9a block: G9a (human) methyltransferase inhibition | Q96KQ7 | G9a H3K9 monomethylation, AlphaScreen, 2 h | Potency, µM (top dose mostly 102 µM), for inactives: top-dose activity, negative = inhibition, hits mostly inhibitors | 350,000 compounds, 8.8% hits | AID 504332; further: potency means the concentration at half of the fitted maximal effect; on the % scale 0 is the no-effect control and ±100 the full control effect; nearly all actives have a fitted effect of over 75% in size
# Target sequence (Q96KQ7 913-1193 limits assumed): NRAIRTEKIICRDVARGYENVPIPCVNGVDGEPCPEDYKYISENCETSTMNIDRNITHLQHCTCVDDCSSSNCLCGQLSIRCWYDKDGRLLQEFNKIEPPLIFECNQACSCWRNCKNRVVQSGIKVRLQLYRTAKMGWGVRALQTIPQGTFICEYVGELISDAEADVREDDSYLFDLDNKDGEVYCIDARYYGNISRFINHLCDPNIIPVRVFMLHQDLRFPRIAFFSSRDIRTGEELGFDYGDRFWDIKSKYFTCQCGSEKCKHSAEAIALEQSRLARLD
#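 Quantitative HTS format: methyltransferase activity on a biotin-tagged H3K9 peptide is measured by AlphaScreen, using a rabbit anti-monomethyl-H3K9 antibody with streptavidin donor and anti-IgG acceptor beads. Final levels are 20 nM enzyme, 500 nM peptide, 20 uM SAM; 2 h RT.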
# Tb PGK inh: T. brucei PGK inhibition. PGK/GAPDH coupled, Kinase-Glo luminescence, 60 min. Potency, µM (titrated, usually from 57.5 µM), without a hit: at the top dose activity change, negative = inhibition, most hits filed as inhibitors. 380,000 compounds, 0.043% hits. AID 602233; further: potency means the concentration at half of the fitted maximal effect; on the % scale 0 is the no-effect control and ±100 the full control effect; nearly all actives have a fitted effect of over 60% in size
#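 Luminescent ATP detection (Kinase-Glo Plus) follows a 60-minute room-temperature incubation, with wells lacking PGK as controls. Buffer: 100 mM TEA (pH 7.6), 5 mM MgCl2, 0.01% Tween-20. Coupling enzyme GAPDH (100 nM final) supplies unstable 1,3-BPG in-well.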
# BAZ2B inh: blocks human BAZ2B; AlphaScreen BAZ2B-H3K14Ac peptide displacement; Potency, µM (series often up to 114 µM), inactives show at the highest dose activity change, negative = inhibition, actives largely listed as inhibitors; 360,000 compounds, 4.4% hits; further: potency means the concentration at half of the fitted maximal effect; on the % scale 0 is the no-effect control and ±100 the full control effect; nearly all actives have a fitted effect of over 60% in size
#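 Protein-peptide AlphaScreen: BAZ2B 50 nM, b-H3K14Ac 50 nM, 1x PBS pH 7.4 + 0.01% Tween-20. Preincubation 30 min RT; cpd 30 min RT (top 110 uM); beads 20 min RT, light-protected.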
# PI4K2A inh: PI4K2A (human) kinase inhibition. Q9BTU6. purified PI4K2A, ADP-Glo luminescence, 1 h; stronger effect = lower value. activity change, negative = inhibition, % at 76.9 µM. 420,000 compounds, 0.13% hits. AID 1346378; in the data active means activity change below about -50%; inconclusive means mostly about -30% to -49%;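 further: -100% = wells without enzyme as full effect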
#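 ADP-Glo luminescence measured ADP generated by PI4K2A enzyme (4 ug/mL before mixing) with 1.2 mM PI substrate (pre-mix) and 300 microM ATP (pre-mix). Tris pH7.5 buffer with MgCl2, Triton X-100; 1 h reaction at ambient temperature.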
# ERG Ets-DNA blk: inhibitors of human ERG Ets domain-DNA interaction | P11308 | fluorescence polarization, His-ERG Ets domain / labelled DNA | Potency, µM (doses to about 76.9 µM), for the others: at the top dose FP activity, negative = inhibition, actives largely listed as inhibitors | 370,000 compounds, 0.028% hits | AID 624246; active means well fitted inhibition curve with a large enough effect in the polarisation, with a control signal flat; inconclusive means small, poorly fitted or top-dose-only effect, or effect the other way, or a change in a side signal; inactive means no such curve, though single readings can be large or run the other way; the % refers to the polarisation;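 further: polarization taken with two DNA probes labelled with fluorescein and Texas red; potency means the concentration at half of the fitted maximal effect; % of control where 0% means no effect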
#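 His-tagged ERG Ets domain (1 uM in the protein solution; 300mM KCl, 50mM Tris-HCl, 1mM EDTA, 1mM DTT, pH 7.5) received compound, then a probe mix of 5 nM fluorescein-DNA and 100nM Texas-615-DNA. Fluorescence polarization was read for both dyes.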
# An asterisk follows results filed as active; i = inactive; ? = inconclusive; . = no result given; & = joins results of further samples; [ ] = another dose, or the depositor's remark. Unless noted, the call rests on the fitted dose curve; in most records, active means well fitted curve in the direction sought with a large enough effect; inconclusive means small, poorly fitted or top-dose-only effect, or another doubt; inactive means no such curve, though single readings can be large; an effect the other way counts as inactive or inconclusive. Hits appear at their usual frequency; overall some 11% were active at least once.
ERG Ets-DNA blk	G9a block	BAZ2B inh	GLS inhibitor	Pin1 inh	PI4K2A inh	HP1b chromo inh	JMJD2A Tudor inh	Tb PGK inh	Compound
0.9%	?	-19.0%	-4.9%	15.6%	2.5	29.0%	-11.4%	0.5%	Cc1cccc(N2CCN(c3nc4ccc(C(=O)c5ccccc5)cc4n4cnnc34)CC2C)c1 (stereo unspecified)
3.2%	-14.4%[59 µM]	-11.5%	15.3%	5.1%	-1.1	69.9%[activator]	-32.7%	i	CCOC(=O)c1c(C)n(-c2ccccc2)c2ccc(OC(=O)c3ccc(OCC)c(OCC)c3)cc12
3.5%	?	?	19.0%	-3.2%&-4.4%	-2.0	-20.2%&-16.0%	35.5µM*	i	COc1cc(OC)c2ccc(=O)oc2c1C(CCN1CCCC(C)C1)c1ccc(N(C)C)cc1 (stereo unspecified)
7.5%	45.2%[12.7 µM]	-1.6%	0.9%	-1.3%	3.0	32.3%	-7.7%	-0.6%	C/C(=N\NC(=O)c1cccc(F)c1)c1ccc(Br)s1
3.3%	-46.0%[59 µM]	-1.5%	20.1%	1.6%	-5.3	20.2%	1.5%	-9.3%	Cc1cccc(NCCC#N)c1
4.2%	32.5%	0.7%	1.5%	2.6%	0.7	9.9%	-5.2%	1.5%	COc1cc(/C=C(\NC(=O)c2ccccc2)C(=O)N2CC3CC(C2)c2cccc(=O)n2C3)cc(OC)c1OC (stereo unspecified)
17.6%	.	-6.0%	-5.6%	2.2%	-3.6	93.9%[activator]	3.4%	-0.9%	Cc1nn(C(=O)c2ccco2)c(C)c1Sc1ccc(Br)cc1
6.9%	-44.6%	.	1.3%	-0.7%	1.7	?	-11.3%[11.4 µM]	6.5%	O=C(Cn1nc(C(=O)O)c2ccccc2c1=O)NCc1ccco1
4.8%	-3.1%	6.5%	6.7%	-3.4%	-0.2	-12.4%	-6.8%[11.4 µM]	-2.4%	CCN(CC)S(=O)(=O)c1ccc(C)c(N=C=S)c1
12.0%	28.2µM*	?	7.5%	-0.1%	0.2	-10.9%	?	-0.6%	COc1ccccc1NCC(=O)N/N=C/C=C/c1ccccc1
9.3%	?	-28.0%	-35.0%	6.0%	4.5	-2.8%	-19.4%	3.3%	COc1ccc(CNC2c3ccccc3-c3ccccc32)cc1OC
-3.2%	-8.3%[59 µM]	2.1%	21.2%	-2.2%	-3.5	36.5%	-10.9%	-4.8%	O=C(c1noc2c1CCCC2)N1CCN(c2ccccc2)CC1
-3.6%	2.8%	-20.5%	-5.8%	-0.2%	-0.6	16.1%	-16.9%	-1.6%	COC(=O)CC1C(=O)NCCN1C(=O)Nc1cccc(Cl)c1 (stereo unspecified)
-8.9%	10.7%[0.0925 µM]	-28.0%	-3.7%	2.9%	-2.6	36.0%	-17.0%	-3.9%	Cc1ccc(S(=O)(=O)N2CCN(C(=O)CCC(=O)NCCc3ccc(S(N)(=O)=O)cc3)CC2)c(C)c1
-9.1%	2.8%	7.7%	14.9%	-9.5%	-3.6	10.0%	-14.9%	-9.1%	COc1cccc(C(=O)NNC(=O)c2ccccc2Br)c1
0.4%	-0.8%[59 µM]	5.1%	-2.2%	0.2%	-2.2	23.2%	-11.3%	2.2%	O=C(Nc1cccc([N+](=O)[O-])c1)c1ccc2c(c1)OCO2
1.8%	-25.9%[59 µM]	-2.0%	-9.7%	2.7%	-2.1	22.4%	-4.5%	i	O=C(C1CCC(CNS(=O)(=O)c2cccs2)CC1)N1CCCCC1 (stereo unspecified)
1.6%	?	-36.7%	5.2%	-1.6%	-7.2	-12.7%	?	8.4%	COc1ccc(-n2cc(C(=O)NC(C)c3ccccc3)c3ccccc3c2=O)cc1 (stereo unspecified)
-0.5%	2.4%[59 µM]	-4.4%	0.1%	-1.0%	0.8	18.5%[57 µM]	-17.4%	-4.7%	COc1ccccc1N1CCN(S(=O)(=O)c2ccc3c(c2)CCCN3C(C)=O)CC1
-4.0%	-8.6%[59 µM]	5.2%	1.1%	6.8%	1.6	29.2%	-11.9%	-5.2%	CCNS(=O)(=O)c1ccc2nc(NC(=O)c3cccnc3)sc2c1
.	.	.	13.5%	-8.3%	-3.1	36.9%	-9.7%	-8.1%	O=C(COC(=O)COc1ccc(Br)cc1)NNC(=O)c1ccccc1
4.7%	15.5%[12.7 µM]	44.3%[activator]	-2.7%	.	0.2	156.5%[activator]	36.3%[activator]	5.2%	CCOc1ccc2nc(NCCCNC(=O)c3cc(OC)c(OC)c(OC)c3)c(C#N)cc2c1
-2.2%	?	-3.7%	13.8%	-3.0%	-5.1	14.8%	-24.7%	3.1%	O=C(Cn1ncn2c(cc3ccccc32)c1=O)NCCc1cccs1
0.9%	-5.4%[59 µM]	0.1%	4.8%	-8.9%	12.3	35.8%	0.0%	-0.6%	Cc1cccc(NC(=O)CC2NC3CCCCC3NC2=O)c1 (stereo unspecified)
2.3%	?	10.1%	0.5%	?	-2.2	32.1%	2.1%	0.8%	Cc1ccc(NC(=O)CN2C(=O)N/C(=C/c3ccc(C)s3)C2=O)cc1
-2.3%	13.1%	-0.2%	0.8%	3.5%	5.5	39.9%[activator]	-15.2%	2.1%	Cc1onc(-c2ccccc2)c1C(=O)N1CCCCCC1
-1.3%	50.1µM*	-3.8%	-5.3%	-1.9%	-0.2	26.2%	-9.5%	i	CCCCn1c(N)c(N(CC(C)C)C(=O)Cc2ccc3c(c2)OCCO3)c(=O)[nH]c1=O
.	77.4%[activator][59 µM]	-1.8%	-4.3%	-12.5%	-2.5	24.2%	-7.7%	3.1%[11.5 µM]	CC1=CC2=NC(=O)CC(C)(C(=O)N(CC(=O)NC(C)(C)C)Cc3cccs3)N2C=C1 (stereo unspecified)
-0.2%	79.4µM*	?	?	8.2%	-2.6	?	-25.9%	-17.6%	O=C(Nc1cccc(Cl)c1)c1cccc(N2C(=O)C3CC=CCC3C2=O)c1 (stereo unspecified)
2.4%	?	-34.7%	2.0%	0.3%	-23.1	36.6%	-18.3%[11.4 µM]	0.3%	Cc1cccc(N2CCN(C(=O)c3ccc4ncsc4c3)CC2)c1C

# Two successive records from above, for reference:
ERG Ets-DNA blk	G9a block	BAZ2B inh	GLS inhibitor	Pin1 inh	PI4K2A inh	HP1b chromo inh	JMJD2A Tudor inh	Tb PGK inh	Compound
0.9%	?	-19.0%	-4.9%	15.6%	2.5	29.0%	-11.4%	0.5%	Cc1cccc(N2CCN(c3nc4ccc(C(=O)c5ccccc5)cc4n4cnnc34)CC2C)c1 (stereo unspecified)
3.2%	-14.4%[59 µM]	-11.5%	15.3%	5.1%	-1.1	69.9%[activator]	-32.7%	i	CCOC(=O)c1c(C)n(-c2ccccc2)c2ccc(OC(=O)c3ccc(OCC)c(OCC)c3)cc12

# Further entries
ERG Ets-DNA blk	G9a block	BAZ2B inh	GLS inhibitor	Pin1 inh	PI4K2A inh	HP1b chromo inh	JMJD2A Tudor inh	Tb PGK inh	Compound
-1.2%	?	-19.3%	0.8%	-1.1%	-0.1	23.0%	-20.3%	-11.6%	COc1ccccc1CNC(=O)c1ccc(-c2nc(CS(=O)c3ccc(C)cc3)c(C)o2)cc1 (stereo unspecified)
-0.8%	-6.0%	7.6%	7.6%	-2.9%	0.0	15.1%	-12.5%	-4.9%	O=C1C=C(NCc2ccc(Cl)c(Cl)c2)C2(CCCCC2)O1
0.4%	13.7%	7.7%	13.0%	33.6%[activator]	-1.6	-18.7%	-4.9%	-0.7%	Cc1ccc(NC(=O)C2CCCN(S(=O)(=O)c3cccc4nonc34)C2)cc1 (stereo unspecified)
-2.0%	1.9%[59 µM]	-0.3%	-0.5%	-5.1%	0.5	24.3%	-3.6%	-2.5%	COc1ccc(S(=O)(=O)N2CCN(C3Cc4ccccc4C3)CC2)cc1
10.9%	-7.2%	.	-3.1%	1.0%	1.0	38.2%	2.8%	i	O=C(C1CCN(S(=O)(=O)c2cccs2)CC1)N(c1ccccn1)C1CCCCC1
0.5%	7.6%[12.7 µM]	6.3%	-17.2%	-3.5%	-5.2	-17.5%	-5.3%[11.4 µM]	5.0%	CSCCC(CO)NC(=O)OCc1ccccc1 (stereo unspecified)
11.3%	?	-21.0%	-6.0%	1.9%	-2.3	20.8%	-10.2%	-3.8%	COc1ccc(-c2[nH]ncc2CN(C)Cc2cnccn2)c(OC)c1
-10.6%	?	6.6%	5.2%	-8.1%	1.9	26.7%	-17.9%	-1.1%	COc1ccc(OC)c(NS(=O)(=O)c2ccc(Cl)s2)c1

# G9a block, what is marked active above.
ERG Ets-DNA blk	G9a block	BAZ2B inh	GLS inhibitor	Pin1 inh	PI4K2A inh	HP1b chromo inh	JMJD2A Tudor inh	Tb PGK inh	Compound
12.0%	28.2µM*	?	7.5%	-0.1%	0.2	-10.9%	?	-0.6%	COc1ccccc1NCC(=O)N/N=C/C=C/c1ccccc1
-1.3%	50.1µM*	-3.8%	-5.3%	-1.9%	-0.2	26.2%	-9.5%	i	CCCCn1c(N)c(N(CC(C)C)C(=O)Cc2ccc3c(c2)OCCO3)c(=O)[nH]c1=O
-0.2%	79.4µM*	?	?	8.2%	-2.6	?	-25.9%	-17.6%	O=C(Nc1cccc(Cl)c1)c1cccc(N2C(=O)C3CC=CCC3C2=O)c1 (stereo unspecified)
